H69AR inhibit: blocks growth of human H69AR lung tumor cells | viability, % at 10 µM | AID 598 | actives 6% (n = 85,000) | H69AR lung tumor viability, ATP luminescence, 72 h; active compounds read low;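 active = viability at or below 40%; inactive = viability above 40%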;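 note: multidrug resistant small cell line overexpressing MRP-1 efflux transporter; 100% = mean luminescence of untreated control wells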
CYP2C19 act: increases human CYP2C19 enzyme activity. P33261. recombinant CYP2C19, luciferin-H EGE luminescence; active compounds read high; 0 = fully inhibited enzyme, 1 = untreated enzyme. activation factor at 5 µM. 96,000 tested, under 10 active. AID 1025;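 active = activation factor of at least 2 at 5 µM in the primary screen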;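 note: 0 = wells with 2.5 mM tranylcypromine and 1 = vehicle-only wells; values of inactives mirror those of a sister screen read the other way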
Target sequence (P33261 whole entry, looked up): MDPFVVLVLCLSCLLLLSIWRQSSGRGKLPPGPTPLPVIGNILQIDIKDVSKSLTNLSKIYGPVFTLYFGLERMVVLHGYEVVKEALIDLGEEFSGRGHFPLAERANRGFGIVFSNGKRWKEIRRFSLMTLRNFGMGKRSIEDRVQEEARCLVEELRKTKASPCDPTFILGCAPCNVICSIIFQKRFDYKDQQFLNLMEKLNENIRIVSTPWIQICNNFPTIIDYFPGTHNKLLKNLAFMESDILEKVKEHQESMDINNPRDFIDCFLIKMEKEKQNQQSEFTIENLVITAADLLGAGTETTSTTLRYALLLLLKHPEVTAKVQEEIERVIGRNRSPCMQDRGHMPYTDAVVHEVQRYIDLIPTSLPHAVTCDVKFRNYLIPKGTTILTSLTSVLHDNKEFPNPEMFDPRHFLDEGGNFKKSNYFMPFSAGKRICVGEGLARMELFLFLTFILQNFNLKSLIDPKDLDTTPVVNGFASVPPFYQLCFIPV
Fibroblast inh: blocks proliferation of human lung fibroblasts. viability, % at 10 µM. LL 47 human lung fibroblast viability, ATP luminescence; active compounds read low. AID 719. actives 1.1% (n = 85,000);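 active = viability at or below 50% in the single dose screen; inactive = viability above 50%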;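 note: compound exposure lasted 72 h before the ATP readout; 100% = median luminescence of untreated cell-only wells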
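Times – overnight cell rest, 72 h compound treatment at 37 °C · Test system – human lung fibroblast line LL 47, low passage · Amount – 1,150 cells in each well · Controls – cell-only wells, no compound · Doses – 0.1% DMSO in all compound wells · Measured by – CellTiter-Glo luminescence · Buffer or medium – IMEM plus 15% FBS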
HUVEC inhibit: human endothelial cell proliferation inhibition. HUVEC proliferation, CellTiter-Glo luminescence, 72 h; active compounds read low. viability, % at 10 µM (by protocol). actives 1.1% (n = 86,000). AID 648;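 active = viability at or below 30%; inactive = viability above 30%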;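 note: 100% = median luminescence of DMSO-only cell control wells on each plate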
CD11b adhes enh: enhancers of human CD11b/CD18 binding to fibrinogen; activation, % at 10 µM; K562 CD11b/CD18 adhesion to fibrinogen, ATPlite luminescence; P05107+P11215; actives 0.07% (n = 93,000);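 active = 10 µM primary screen giving 50% or more activity, confirmed by 40% or more on retest at that dose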; note: strong numbers were not always called active
CD11b adhes inh: inhibitors of human CD11b/CD18 binding to fibrinogen | actives 0.54% (n = 93,000) | AID 1497 | inhibition, % at 10 µM | K562 CD11b/CD18 adhesion to fibrinogen, ATPlite luminescence; Mn2+ added to activate the integrin;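 active = primary inhibition of 50% or more at 10 µM, then 40% or more on retest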; note: some results filed as inactive read as strong as hits
CYP2C19 inhib: blocks human cytochrome P450 2C19 | CYP2C19 Supersomes, luciferin-H EGE luminescence, 30 min | inhibition, % at 5 µM | actives 21% (n = 96,000);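 active = CYP2C19 inhibition above a set limit at 5 µM in the primary screen, cut at about 50% in these data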;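 note: plate controls were negative control wells for no effect and 2.5 mM tranylcypromine positive control for full effect; values of inactives mirror those of a sister screen read the other way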
ERa coact inh: blocks coactivator binding to human estrogen receptor alpha; P03372; TR-FRET ER-alpha LBD / SRC-1 peptide, estradiol-bound; inhibition, % at 25.6 µM; actives 1.7% (n = 86,000); AID 629; in the data active = inhibition above about 50%;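 note: 0% = receptor plus peptide control and 100% = peptide only without receptor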
Target sequence (P03372 whole entry, looked up, the tested form may be a part): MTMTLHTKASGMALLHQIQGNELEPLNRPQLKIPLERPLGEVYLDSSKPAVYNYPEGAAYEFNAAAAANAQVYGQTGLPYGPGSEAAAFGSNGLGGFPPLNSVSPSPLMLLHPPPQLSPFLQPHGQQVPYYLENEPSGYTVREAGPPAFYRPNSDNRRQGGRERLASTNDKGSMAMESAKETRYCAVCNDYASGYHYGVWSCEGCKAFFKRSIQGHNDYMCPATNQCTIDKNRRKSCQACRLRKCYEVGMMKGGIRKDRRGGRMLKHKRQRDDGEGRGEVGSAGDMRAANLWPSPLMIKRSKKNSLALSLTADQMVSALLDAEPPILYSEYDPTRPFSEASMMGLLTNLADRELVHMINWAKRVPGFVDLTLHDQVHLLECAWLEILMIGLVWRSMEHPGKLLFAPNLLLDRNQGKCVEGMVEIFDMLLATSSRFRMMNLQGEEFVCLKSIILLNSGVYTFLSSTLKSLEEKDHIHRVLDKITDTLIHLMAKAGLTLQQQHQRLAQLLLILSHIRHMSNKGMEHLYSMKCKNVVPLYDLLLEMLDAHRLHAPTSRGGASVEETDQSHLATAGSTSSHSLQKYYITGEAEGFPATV
ERa coact pot: enhances coactivator binding to human estrogen receptor alpha; coactivator binding (% of control), % at 25.6 µM; TR-FRET ERalpha-LBD/SRC-Cy5 coactivator binding, 2 h; 100 = basal binding, no effect; P03372; actives 1.3% (n = 86,000); AID 639; in the data active = activity above about 200%;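 note: binding measured in presence of low estradiol as agonist stimulus; 0% = peptide alone without receptor and 100% = receptor with peptide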
* marks the source's active call; other numbers are inactive results; x = not tested or not shown; [ ] = remark or other dose. This is a random part of the collection. About 26% of those tested had a hit in this group.

SMILES	H69AR inhibit	CYP2C19 act	Fibroblast inh	HUVEC inhibit	CD11b adhes enh	CD11b adhes inh	CYP2C19 inhib	ERa coact inh	ERa coact pot
O=C(COc1ccccc1)NC(=S)Nc1ccc2c3c(cccc13)CC2	41	1	95	92	-5	0	0	-3[fluorescence artefact?]	112[fluorescence artefact?]
O=C(CSCSCC(=O)Nc1ccc2c(c1)OCO2)Nc1ccc2c(c1)OCO2	80	0.6	92	91	-1	-8	35	-11	97[fluorescence artefact?]
CC(=O)Nc1cccc(NC(=O)c2cc(C)on2)c1	90	x	96	94	x	x	x	-4	108
O=C(Nc1ccccc1C(F)(F)F)Nc1cccc2ccccc12	x	0.9	x	x	-2	7	8	x	x
CC(C)NC(=O)CSc1nnc(-c2ccncc2)n1-c1ccccc1	x	0.1	x	x	-3	-5	92*	x	x
COc1cccc(CNC(=O)C2CCN(c3cnccn3)CC2)c1	104	x	108	97	x	x	x	-5	108[fluorescence artefact?]
COc1ccc(-c2noc(CCC(=O)N3CCN(c4cccc(C(F)(F)F)c4)CC3)n2)cc1	84	0.3	102	94	-2	5	70*	-11	99
O=C(O)c1ccccc1Nc1cccc(C(F)(F)F)c1	97	x	98	93	x	x	x	-3	126
CC(=O)Oc1cc2oc(=O)cc(C)c2cc1OC(C)=O	36*	1	84	78	2	12	-2	6	93
Cc1ccccc1C(OCC(O)CN1CCCCC1CCO)c1ccccc1 (stereo not drawn)	80	0.8	97	98	-3	22	18	21	102
O=[N+]([O-])c1cc(/C=N/O)ccc1Sc1ccccc1	72	0.9	70	82	-3	4	11	10	45
Cn1cnnc1SCC(=O)N(Cc1ccc2c(c1)OCO2)C1(C(=O)NC2CCCCC2)CCCC1	95	0.7	95	91	2	-5	35	5	104
CCOCCCNC(=O)C1CC(=O)N(C2CCCC2)C1 (stereo not drawn)	101	1.1	96	95	-2	-18	-7	-3	104[fluorescence artefact?]
CCOC(=O)CSc1nnc2n(Cc3ccccc3)c(=O)c3c4c(sc3n12)CCC4	96	0.8	98	79	6	6	17	-2	85[fluorescence artefact?]
Cn1c(Cn2nnc3ccccc32)nnc1SCC(=O)NCc1ccc2c(c1)OCO2	89	1	100	101	-3	-9	-1	-11	88
CCC1Oc2ccccc2N(CC(=O)NCCN2C(C)CCCC2C)C1=O (stereo not drawn)	93	1	102	110	2	-2	-4	-6	137[fluorescence artefact?]
CCN1CCCC1CNC(=O)C(=O)Nc1ccc(OC)cc1 (stereo not drawn)	x	1.1	x	x	-4	3	-11	x	x
COc1ccc(-n2c(CSc3nc(C)cc(C)n3)nnc2SCC(=O)Nc2nccs2)cc1	81	0.9	102	97	1	-10	5	-1	93
O=C(Nc1ncc2c(n1)CC(c1ccco1)CC2=O)c1ccccc1 (stereo not drawn)	98	1	94	90	-1	-7	1	-16	89
CCC(=O)N1CCN(CCN=CC2=C(O)CC(c3cccs3)CC2=O)CC1 (stereo not drawn)	95	1	98	100	-1	-17	4	6	125
O=C1CC(NCc2ccncc2)C(=O)N1c1ccc(Cl)cc1 (stereo not drawn)	96	0.1	93	92	-5	-1	88*	-13	123
Cc1ccc(-n2nnc3c(=O)n(CC(=O)c4ccccc4)cnc32)cc1	98	1.1	102	105	7	-10	-15	6[fluorescence artefact?]	91[fluorescence artefact?]
CCC(C)c1ccc(NC(=O)CSc2nncn2N)cc1 (stereo not drawn)	95	0.6	96	99	0	11	40	1	111
Cc1ccc(-c2cc(C(=O)O)n[nH]2)o1	93	1.1	92	94	0	-7	-5	2	107
COc1ccc(CCc2nc(C)ccc2O)cc1	x	0.2	x	x	8	4	83*	x	x
SMILES	H69AR inhibit	CYP2C19 act	Fibroblast inh	HUVEC inhibit	CD11b adhes enh	CD11b adhes inh	CYP2C19 inhib	ERa coact inh	ERa coact pot
Cn1c(SCC(=O)NCCNC(=O)CSc2nnc(C(F)(F)F)n2C)nnc1C(F)(F)F	101	1	106	101	0	-7	1	0	119
O=C(Nc1ccccc1N1CCN(C(=O)c2ccc(Cl)cc2)CC1)c1ccc2c(c1)OCO2	61	0.1	101	76	84	-19	90*	-3	115
Cc1ccc(S(=O)(=O)N(CC(=O)NCCC2=CCCCC2)Cc2ccccc2)cc1	x	0.6	x	x	-2	-14	39	x	x
Cc1ccc(S(=O)(=O)Nc2nc3ccccc3nc2N2CCc3ccccc3C2)cc1	x	0.6	x	x	-4	72	41	x	x
Cc1ccc(SCC(=O)c2cc(C)c(OC(=S)N(C)C)c(C)c2)cc1	65	0.3	92	81	-1	30	67*	2[fluorescence artefact?]	95
COc1ccc(N2CCN(C(=O)NC34CC5CC(CC(C5)C3)C4)CC2)cc1	93	0.4	98	103	-2	-30	63*	-7	108
Cn1nc(-c2ccc(Cl)cc2)c2cc(C(=O)NC3CC3)sc21	42	1	54	50	0	6	4	11	95[fluorescence artefact?]
COC(=O)C1=C(C)OC(N)=C(C#N)C1c1ccc(OC)c(OC)c1OC (stereo not drawn)	79	0.4	98	99	4	-35	58*	1	108
CCCNC(=O)C(NS(=O)(=O)c1ccc2c(c1)c(=O)n(C)c(=O)n2C)c1ccccc1 (stereo not drawn)	90	0.8	104	96	-1	-12	17	-6	119
COC(=O)C1CC(=O)N(CCc2c[nH]c3ccccc23)C1 (stereo not drawn)	94	0	95	94	-5	0	97*	-13	111
O=S(=O)(Nc1ccc(Cc2ccncc2)cc1)N1CCCC1	92	0	96	91	5	-17	100*	-2	90
O=C(Nc1ccccc1C(=O)O)c1ccc(NC(=O)c2ccc(Br)o2)cc1	93	0.8	106	82	3	26	23	28	65
O=C(NC1CCCCC1)c1cc2nc(-c3ccco3)cc(C(F)(F)F)n2n1	40	0.9	98	104	2	-13	8	9	96
COc1ccc(-n2nnnc2SCC(=O)Nc2nc3c(s2)CCCC3)cc1	71	1.1	97	78	x	x	-14	-4	101
CC(c1cccnc1)N(CCN(C)C)C(=O)Nc1ccc(Cl)cc1 (stereo not drawn)	93	0.5	104	111	1	5	49	1	98
Cc1nnc(SCC(=O)NCc2ccco2)n1Cc1ccccc1	101	1.1	105	100	-6	1	-5	-7	94
O=C(Cn1nnc(-c2ccc3c(c2)OCO3)n1)NCc1ccco1	95	1	99	93	-2	-10	1	42	75
Cc1noc(NS(=O)(=O)c2ccc(N/C=C/C(=O)c3cccnc3)cc2)c1C	95	1.1	96	95	2	-12	-10	2	105
CCOC(=O)c1c(NC(=O)CSc2nc(C)cc(C)c2C#N)sc(C(C)=O)c1C	19*	0.8	59	38	0	2	24	61*[fluorescence artefact?]	678*[fluorescence artefact?]
O=C1NC(c2ccco2)Nc2ccccc21 (stereo not drawn)	84	1	96	99	6	-32	5	4	97
Cc1ccc(-c2cc(C(F)(F)F)n3ncc(C(=O)N4CCN(C)CC4)c3n2)cc1	91	1	105	89	2	1	2	0	114
CNC(=O)NC(=O)CSc1cccc(C(F)(F)F)c1	90	0.9	84	58	-1	6	10	4	93
O=C(c1cc(F)c(F)cc1Cl)N1CCOCC1	96	1.2	109	96	-2	0	-21	6[fluorescence artefact?]	107[fluorescence artefact?]
c1ccc(N2N=C(c3cccs3)CC2c2ccco2)cc1 (stereo not drawn)	x	0.8	x	x	2	3	21	x	x
COc1ccc(Cc2nnnn2CC(=O)O)cc1	92	0.8	88	107	-1	-1	18	2	103

Two compounds drawn at random from the list so far, as already listed:
SMILES	H69AR inhibit	CYP2C19 act	Fibroblast inh	HUVEC inhibit	CD11b adhes enh	CD11b adhes inh	CYP2C19 inhib	ERa coact inh	ERa coact pot
O=C(c1cc(F)c(F)cc1Cl)N1CCOCC1	96	1.2	109	96	-2	0	-21	6[fluorescence artefact?]	107[fluorescence artefact?]
O=C(NC1CCCCC1)c1cc2nc(-c3ccco3)cc(C(F)(F)F)n2n1	40	0.9	98	104	2	-13	8	9	96

(further entries)
SMILES	H69AR inhibit	CYP2C19 act	Fibroblast inh	HUVEC inhibit	CD11b adhes enh	CD11b adhes inh	CYP2C19 inhib	ERa coact inh	ERa coact pot
CCC1CCCCN1C/C=C/c1ccccc1[N+](=O)[O-] (stereo not drawn)	x	0.9	x	x	-2	5	13	x	x
Cc1cc2ncn(/N=C/c3cc(Br)ccc3O)c2cc1C	31*	0.7	100	94	17	4	31	6	96
O=C(CCN1Cc2ccccc2C1)c1ccc2c(c1)OCCO2	1.0*	0.5	79	98	-1	-8	48	-12	98
N#Cc1c(N)nc(SCC(=O)NCc2ccc3c(c2)OCO3)c(C#N)c1-c1cccs1	77	0.7	100	94	-1	-12	26	21[fluorescence artefact?]	198
Cc1ccc(C)c(N2CCN(C(=O)c3cn(C)c4ccc(S(=O)(=O)N(C)C)cc4c3=O)CC2)c1	81	0.6	101	90	4	-1	38	-4	112
CCOC(=O)CCCn1ncn2c(cc3occc32)c1=O	88	0.9	104	99	-1	-13	13	-8	91
COc1ccc(-c2cc(C(F)(F)F)nc(NCc3cccnc3)n2)cc1	93	0.3	87	89	x	x	73*	0	61
Cc1[nH]nc2c1C(C(C)C)C(C#N)=C(N)O2 (stereo not drawn)	91	0.6	93	85	-1	3	43	-7	124
CCOC(=O)c1c(NC(=O)c2csc(C)c2)sc(C(C)=O)c1C	108	x	120	98	x	x	x	12	110
CC1=C(C(=O)N(C)C)C(c2cccs2)NC(=O)N1 (stereo not drawn)	96	x	100	89	x	x	x	-7	90
CCN(CC)CCN1C(=O)C(O)=C(C(C)=O)C1c1ccccc1 (stereo not drawn)	102	1	x	101	-4	-14	2	-12	115
CCNS(=O)(=O)c1ccc(C)c(-n2cnnn2)c1C	115	x	100	84	x	x	x	13	104
COc1ccc(C2(O)CC3CCC(C2)N3c2nc(C)cc(C)c2C#N)cc1 (stereo not drawn)	31*	0.6	93	90	0	-21	41	-6	111
COc1ccc(S(=O)(=O)N2c3cc(Cl)ccc3Oc3nc4ccccc4nc32)cc1	29*	x	56	48	x	x	x	11	100
Cc1ccc(C(=O)N(c2ccccc2)C2CC(C)N(C(=O)c3ccco3)c3ccccc32)cc1 (stereo not drawn)	80	0.5	87	93	1	-4	52*	10	74
CCc1ccc(CNCCNCC(C)O)cc1 (stereo not drawn)	x	1	x	x	-6	2	0	x	x
CC1=C(C(=O)Nc2ccc(C)cc2)C(c2ccc(C)o2)C2=C(CC(C)(C)CC2=O)N1 (stereo not drawn)	52	1	90	85	2	21	-4	-34[fluorescence artefact?]	101
O=c1[nH]c2cc3c(cc2cc1CN(Cc1cccs1)Cc1nnnn1Cc1ccco1)OCCO3	60	0.7	92	79	0	4	27	51*	124[fluorescence artefact?]
Cc1ccc(NC(=O)Cn2cnc3c(=O)n(C)c(=O)n(C)c32)c(C)c1	93	0.8	94	100	-1	-20	18	-9	114
Clc1ccccc1CN(Cc1ccco1)Cc1nnnn1C1CCCC1	90	x	95	93	x	x	x	-26	84
O=C(O)CCc1nn2c3ccccc3nc2n(-c2ccccc2)c1=O	97	1	101	101	2	-33	-3	-3	115
O=S(=O)(/C=C/c1ccccc1)c1ccccc1	x	0.1	x	x	-1	-4	91*	x	x
O=C(O)C1C2C=CC(C2)C1C(=O)NCCCn1ccnc1 (stereo not drawn)	96	0.1	103	102	2	-3	88*	-22	103

Ordered by heavy-atom count (ascending): 3 of the compounds above.
SMILES	H69AR inhibit	CYP2C19 act	Fibroblast inh	HUVEC inhibit	CD11b adhes enh	CD11b adhes inh	CYP2C19 inhib	ERa coact inh	ERa coact pot
CCNS(=O)(=O)c1ccc(C)c(-n2cnnn2)c1C	115	x	100	84	x	x	x	13	104
O=C(O)CCc1nn2c3ccccc3nc2n(-c2ccccc2)c1=O	97	1	101	101	2	-33	-3	-3	115
Cc1ccc(C)c(N2CCN(C(=O)c3cn(C)c4ccc(S(=O)(=O)N(C)C)cc4c3=O)CC2)c1	81	0.6	101	90	4	-1	38	-4	112
